# Source: PubChem
# B2AR arrestin: qHTS assay of beta-arrestin-biased ligands of beta2-adrenergic receptor. beta-arrestin recruitment to beta2AR, cell-based reporter. actives 0.02% (n = 330,000). Potency, µM (series often up to 46.1 µM), without a hit: top-dose activation, actives largely listed as activators. Beta-2 adrenergic receptor (Homo sapiens), P07550. AID 492947, 2010;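 also: potency is read from the fitted curve at half-maximal effect; 0% = DMSO controls and full agonism = EC100 isoproterenol or metaproterenol; nearly all actives have a fitted effect of over 65% in size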
# Target sequence (P07550 whole entry, looked up): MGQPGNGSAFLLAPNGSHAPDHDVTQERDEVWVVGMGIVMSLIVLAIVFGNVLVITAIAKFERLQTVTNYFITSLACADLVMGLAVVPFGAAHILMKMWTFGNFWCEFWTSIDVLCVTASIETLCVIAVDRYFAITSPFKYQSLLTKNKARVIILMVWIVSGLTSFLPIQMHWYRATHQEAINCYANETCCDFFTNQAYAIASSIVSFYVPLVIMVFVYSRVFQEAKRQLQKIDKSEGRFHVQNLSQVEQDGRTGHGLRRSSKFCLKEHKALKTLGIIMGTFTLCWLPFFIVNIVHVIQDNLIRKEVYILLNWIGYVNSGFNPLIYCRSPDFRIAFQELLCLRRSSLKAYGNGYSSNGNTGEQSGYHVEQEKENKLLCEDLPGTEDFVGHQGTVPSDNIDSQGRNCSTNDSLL
# Eya2 inh: qHTS Assay for Inhibitors of the Phosphatase Activity of Eya2 | Potency, µM (series often up to 76.9 µM), inactives show at the top dose activity, negative = inhibition, hits mostly inhibitors | actives 0.006% (n = 330,000) | AID 488837, 2010 | recombinant Eya2, OMFP fluorescence dephosphorylation (OMFP is methylfluorescein phosphate); also: potency is read from the fitted curve at half-maximal effect
#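 Eya2 protein (added as 0.2 uM solution) was preincubated with compound for 10 min at ambient temperature in 50 mM HEPES pH 7.5, 50 mM NaCl, 5 uM MgCl2, 0.05% BSA, 1 mM DTT. OMFP (added at 50 uM) then reacted 10 min; fluorescence read at 485/525 nm.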
# PKM2 activator: qHTS Assay for Activators of Human Muscle isoform 2 Pyruvate Kinase | purified PKM2, Kinase-Glo ATP luminescence, activation; response scale: 0% is enzyme alone, no compound | Potency, µM (titrated, usually from 57.5 µM), for the others: top-dose activation, actives largely listed as activators | actives 0.34% (n = 260,000) | AID 1631, 2009; also: potency is read from the fitted curve at half-maximal effect; nearly all actives have a fitted effect of over 55% in size
# Target sequence (P14618 whole entry, looked up, canonical isoform): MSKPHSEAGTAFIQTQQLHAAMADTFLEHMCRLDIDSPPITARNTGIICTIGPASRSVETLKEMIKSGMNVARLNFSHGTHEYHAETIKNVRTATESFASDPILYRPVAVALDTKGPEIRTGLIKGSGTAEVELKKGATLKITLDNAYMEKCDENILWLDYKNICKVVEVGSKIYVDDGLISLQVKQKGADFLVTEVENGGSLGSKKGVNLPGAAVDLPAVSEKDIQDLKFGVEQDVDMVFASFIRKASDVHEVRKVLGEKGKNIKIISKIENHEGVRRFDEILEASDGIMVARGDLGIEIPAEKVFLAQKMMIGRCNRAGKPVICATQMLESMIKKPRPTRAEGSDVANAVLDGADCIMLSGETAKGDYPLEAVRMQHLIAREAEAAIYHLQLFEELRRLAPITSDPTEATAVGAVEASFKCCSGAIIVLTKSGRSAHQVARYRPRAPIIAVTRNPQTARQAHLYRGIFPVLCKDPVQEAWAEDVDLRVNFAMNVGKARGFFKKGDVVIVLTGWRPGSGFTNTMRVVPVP
#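 ATP formation by purified human PK-M2, quantified via coupled luciferase luminescence after 1 h at room temperature with 0.1 mM ADP and 0.5 mM PEP final.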
# uPA generation: qHTS for Inhibitors of Cell Surface uPA Generation | actives 0.31% (n = 330,000) | AID 540303, 2011 | cell surface uPA generation assay, qHTS | Potency, µM (series often up to 38.3 µM), for the others: at the highest dose activity change, negative = inhibition, usual class: inhibitors; active = well fitted inhibition curve with a large enough effect; inconclusive = small, poorly fitted or top-dose-only effect; inactive = no such curve, though single readings can be large or run the other way; tested in mouse RAW 264.7 cells; also: potency is read from the fitted curve at half-maximal effect; nearly all actives have a fitted effect of over 55% in size
# BCR signal inh: qHTS Assay to Find Inhibitors of Chronic Active B-Cell Receptor Signaling. Potency, µM (highest dose often 46.1 µM), inactives show top-dose ratio change, negative = lower green/red ratio, most hits filed as inhibitors. AID 493014, 2011. ABC-DLBCL IkBa-CBG/CBR reporter, luminescence ratio, 4 h. actives 0.05% (n = 340,000); active = well fitted inhibition curve with a large enough effect in the signal ratio, with a control signal flat, not every such curve was filed as active; inconclusive = small, poorly fitted or top-dose-only effect, or effect the other way, or a change in a side signal; the % refers to the signal ratio;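 also: potency is read from the fitted curve at half-maximal effect; plate controls were basal doxycycline-induced cells for no effect and cells given 10 µM MG132 for full effect; MG132 reads +100%, hits lower the ratio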
#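 Doxycycline induced both beetle luciferases in TMD8 lymphoma cells; IKK-driven degradation limits the IkappaBalpha-fused green signal, while red luminescence normalises for cell number and nonspecific effects. Compounds tested up to 46 uM, 4 hrs.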
# Coupling enz: qHTS Assay for Inhibitors of Fructose-1,6-bisphosphate Aldolase from Giardia Lamblia: Coupling assay counterscreen; coupling enzyme system counterscreen, AmpLite Red fluorescence; activity change, negative = inhibition, % at 58.2 µM, hits read low; actives 0.67% (n = 290,000); AID 2472, 2010; in the data active = activity change below about -30%
#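 Compounds tested against the coupling enzymes alone at 57.5 uM final; readout was AmpLite Red fluorescence (525/598 nm) after 20 min at RT.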
# hERG WT inh: qHTS for Inhibitors of KCHN2 3.1: Wildtype qHTS; U2OS, BacMam KCNH2, thallium flux FluxOr; stronger effect = lower value; activity change, % at 1.84 µM; actives 0.37% (n = 340,000); AID 720551, 2013;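 active = maximum activity change below -70%; inconclusive = maximum activity change between -70% and -50%; inactive = maximum activity change above -50%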
#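 U2OS cells were transduced with wild-type KCNH2 virus (2.03 x 10^8 / mL) for 4 h at room temperature, then cultured overnight at 37 C. Thallium flux was read with FluxOr dye. Rate constants were normalized to DMSO controls.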
# USP2a block: qHTS Assay for Inhibitors of Ubiquitin-specific Protease USP2a Using CHOP2 as the Reporter; actives 0.01% (n = 330,000); Potency, µM (top dose mostly 38.3 µM), for the others: at the highest dose activity change, negative = inhibition, usual class: inhibitors; Ubiquitin carboxyl-terminal hydrolase 2 (Homo sapiens), O75604; USP2 core, Ub-CHOP2 coupled fluorogenic reporter, 485/531; AID 463254, 2010;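 also: potency is read from the fitted curve at half-maximal effect; plate controls were DMSO wells for no effect and full inhibition by NEM control for full effect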
#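 Deubiquitinase activity read as fluorescence (485/531 nm) after Ub-CHOP2 cleavage activates the enterokinase reporter on its substrate; USP2 core 10nM, Ub-CHOP2 and substrate 25nM each, 30min compound preincubation then 60min RT; data normalized to NEM, curves fitted.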
# Giardia kill: Small Molecules that selectively kill Giardia lamblia: qHTS | Giardia lamblia trophozoite viability | actives 0.15% (n = 340,000) | activity change, % at 7.66 µM, hits read low | AID 540267, 2011; in the data active = activity change below about -80%; inconclusive = between about -30% and that limit;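 also: parasites exposed to compound for two days anaerobically before the ATP read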
#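 Giardia trophozoites, 100 cells per well, were exposed to compounds for 48 hrs at 37 deg C under anaerobic conditions; viability was then read as ATP content by bioluminescence after 15-30 min at room temperature.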
# GALK inhibitor: qHTS Assay for Inhibitors of Human Galactokinase (GALK); P51570; Purified GALK, Kinase-Glo residual ATP luminescence; Potency, µM (series often up to 57.5 µM), without a hit: at the highest dose activity change, negative = inhibition, hits mostly inhibitors; actives 0.007% (n = 270,000); AID 1868, 2009; also: potency is read from the fitted curve at half-maximal effect
#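 5 nM enzyme, 35 uM ATP, 100 uM galactose, 20 mM HEPES pH8.0, 5 mM MgCl2; 1 h RT; residual ATP by Kinase-Glo Plus luminescence, qHTS format.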
# KCNH2 3.1 inh: qHTS for Inhibitors of KCHN2 3.1: Mutant qHTS; U2OS KCNH2 3.1, thallium flux FluxOr; stronger effect = lower value; activity change, % (tested at about 1.8 µM); AID 720553, 2013; actives 0.95% (n = 340,000);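 active = maximum activity change below -70%; inconclusive = maximum activity change from -70% to -50%; inactive = maximum activity change above -50%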;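 also: thallium influx rate constant from kinetic fluorescence after stimulation buffer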
#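 Channel expression came from 3.1 mutant virus (1.77 x 10^8 /mL) applied to suspended U2OS cells for 4 h. Flux was tracked with FluxOr dye plus Red40 quencher, and kinetic rate constants normalized to controls.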
# * = called active by the depositor; u = inconclusive; x = not tested or not shown; & = joins results of further samples. Unless noted, calls follow the shape of the dose curve; as a rule, active = well fitted curve in the direction sought with a large enough effect; inconclusive = small, poorly fitted or top-dose-only effect, or another doubt; inactive = no such curve, though single readings can be large; an effect the other way counts as inactive or inconclusive. Unless noted, % is scaled to controls: 0 for no effect and ±100 for the full control effect. Compounds as they come; 2.4% or so of the library scored in one or more.
no.	SMILES	B2AR arrestin	Eya2 inh	PKM2 activator	uPA generation	BCR signal inh	Coupling enz	hERG WT inh	USP2a block	Giardia kill	GALK inhibitor	KCNH2 3.1 inh
1	O=C1c2ccccc2-c2nc3ccccc3n21	0.0%	2%	-11%	-5%&2%	u	-2	-3&-10	0%	-10&-2	-4%	-7&3
2	COc1ccc(CCn2c(C)cc(C(=O)CSc3nnnn3C)c2C)cc1	0.1%	-24%	-2%	4%	4%	4	6	1%	-3	0%	-12
3	C/C(CC(=O)NCc1ccc(F)cc1)=N\NC(N)=S	-1.0%	6%	0%	0%	-3%	1	-16	4%	-8	7%	-2
4	COc1ccccc1N(CCN1C(=O)c2cccc3cccc(c23)C1=O)C(=O)c1ccncc1	0.0%	-5%	0%	x	9%	5	x	2%	x	0%	x
5	COc1ccc(CC(=O)Nc2ccc(N3CCN(c4ccc(OC)cc4)CC3)c(C#N)c2)cc1	-0.1%	-20%	3%	-1%	u	-3	-1	0%	25	1%	-20
6	Cc1nnc(SCc2cc(=O)n3[nH]cnc3n2)s1	0.3%	14%	1%	10%	1%	4	-4	1%	24	0%	7
7	Cc1ccc(-n2c(Cc3cccn3C)nnc2SCC(N)=O)cc1	-0.1%	4%	-3%	x	-2%	4	7	-1%	4	3%	-7
8	CCOc1ccc(C(O)C(CN2CCOCC2)c2ccccc2)cc1 (configuration not stated)	-0.3%	9%	-2%	-1%	6%	3	-4	8%	-12	0%	0
9	Cc1nnc(SCc2cccc([N+](=O)[O-])c2)s1	-0.2%	-1%	-2%	-3%	1%	1	-26	5%	-8	0%	0
10	CCOC(=O)c1cccnc1SCC(=O)N(C)c1ccccc1	-0.3%	-4%	8%	x	4%	4	1	4%	-9	-1%	-5
11	CCOC(=O)N1CCN(Cc2nc3ccc([N+](=O)[O-])cc3c(=O)n2-c2ccccc2F)CC1	-0.1%	-2%	x	u	u	-1	-10	1%	-21	-1%	3
12	CCS(=O)(=O)Nc1ccc(C(=O)CC2(O)C(=O)Nc3ccc(Br)cc32)cc1 (configuration not stated)	0.0%	1%	23%	3%	-3%	5	-9	-1%	30	-1%	8
13	O=C1Nc2ccccc2C1C(C[N+](=O)[O-])c1ccccn1 (configuration not stated)	0.4%	4%	x	-8%	u	0	-8	-2%	-23	5%	8
14	Cc1ccccc1OCCC(=O)OCC(=O)Nc1ccc(C(N)=O)cc1	0.7%	-8%	-10%	-5%	0%	2	9	3%	26	1%	8
15	CCOc1ccc(C(=O)C[n+]2ccc(C(=O)NCCO)cc2)cc1	0.2%	5%	x	1%	2%	1	4	2%	-7	-2%	-9

# Exported as labelled records: part of the list above.
3) C/C(CC(=O)NCc1ccc(F)cc1)=N\NC(N)=S
  B2AR arrestin = -1.0%; Eya2 inh = 6%; PKM2 activator = 0%; uPA generation = 0%; BCR signal inh = -3%; Coupling enz = 1; hERG WT inh = -16; USP2a block = 4%; Giardia kill = -8; GALK inhibitor = 7%; KCNH2 3.1 inh = -2
4) COc1ccccc1N(CCN1C(=O)c2cccc3cccc(c23)C1=O)C(=O)c1ccncc1
  B2AR arrestin = 0.0%; Eya2 inh = -5%; PKM2 activator = 0%; uPA generation = x; BCR signal inh = 9%; Coupling enz = 5; hERG WT inh = x; USP2a block = 2%; Giardia kill = x; GALK inhibitor = 0%; KCNH2 3.1 inh = x
7) Cc1ccc(-n2c(Cc3cccn3C)nnc2SCC(N)=O)cc1
  B2AR arrestin = -0.1%; Eya2 inh = 4%; PKM2 activator = -3%; uPA generation = x; BCR signal inh = -2%; Coupling enz = 4; hERG WT inh = 7; USP2a block = -1%; Giardia kill = 4; GALK inhibitor = 3%; KCNH2 3.1 inh = -7
8) CCOc1ccc(C(O)C(CN2CCOCC2)c2ccccc2)cc1 (configuration not stated)
  B2AR arrestin = -0.3%; Eya2 inh = 9%; PKM2 activator = -2%; uPA generation = -1%; BCR signal inh = 6%; Coupling enz = 3; hERG WT inh = -4; USP2a block = 8%; Giardia kill = -12; GALK inhibitor = 0%; KCNH2 3.1 inh = 0

# New compounds follow.
no.	SMILES	B2AR arrestin	Eya2 inh	PKM2 activator	uPA generation	BCR signal inh	Coupling enz	hERG WT inh	USP2a block	Giardia kill	GALK inhibitor	KCNH2 3.1 inh
16	O=C(NC(Cc1c[nH]c2ccccc12)c1nnc2n1CCCCC2)c1ccccc1Cl (configuration not stated)	-0.6%	2%	-12%	x	-16%	0	-11	2%	-18	-2%	0
17	CN(CC(=O)Nc1nccs1)S(=O)(=O)c1ccc(F)cc1	-0.1%	7%	1%	-4%	u	-2	0	-3%	2	0%	6
18	COC(=O)C1=C(C)N(C)C(=O)NC1c1cc2c(cc1[N+](=O)[O-])OCO2 (configuration not stated)	0.0%	10%	-1%	-1%	8%	-11	-9	1%	12	0%	-24
19	CC1CCc2sc(C(=O)OCC(=O)NCc3ccccc3)cc2C1 (configuration not stated)	2.2%	-3%	-17%	1%	0%	3	9	3%	4	1%	-13
20	CCN(CCNCC(O)COc1ccccc1C(C)C)c1cccc(C)c1 (configuration not stated)	0.2%	-11%	x	1%	u	-2	0	-9%	14	1%	-19
21	Cc1ccc(OCCC(=O)OCC(=O)Nc2ccc3c(c2)OCCO3)cc1	-0.4%	-13%	x	4%	2%	x	-4	3%	-5	x	3
22	Cc1ccc(C(=O)NN(CCC#N)C2=NS(=O)(=O)c3ccccc32)cc1	-0.2%	-1%	-4%	-2%	0%	9	6	2%	-12	12%	-8
23	NC(=S)NNC(=O)C12CC3CC(CC(C3)C1)C2	-0.3%	8%	-2%	-13%	-4%	2	-2	1%	-9	x	4
24	CC(C)n1cc(CN2CCC(n3nccc3NC(=O)C3CCCC3)CC2)cn1	-0.2%	7%	-2%	0%	-3%	x	-9	1%	-3	1%	x
25	CCN(C[C@H]1N[C@@](Cc2ccccc2)(C(=O)OC)[C@H]2C(=O)N(Cc3ccccc3)C(=O)[C@@H]12)S(=O)(=O)c1ccc(C)cc1	0.0%	-2%	x	4%	-1%	x	0	1%	3	x	-25
26	Cc1ccc(NC(=O)c2cc(N3C(=O)C4CC=CCC4C3=O)ccc2N2CCCCC2)cc1 (configuration not stated)	-0.7%	-6%	1%	-3%	-1%	4	-5	0%	-8	-1%	9
27	CCNc1ccc(S(=O)(=O)N(C)C)cc1NCC(=O)Nc1ccc(F)c(Cl)c1	-0.2%	-6%	12%	u	-7%	-3	14	0%	14	0%	6
28	Cc1ccc(OCc2nc(C#N)c(N3CCCC3)o2)cc1	-0.8%	3%	7%	1%	4%	0	16	0%	0	-3%	22
29	O=c1c2ccccc2c2ccccc2c(=O)n1-c1ccccc1	-0.4%	2%	-1%	-19%	3%	7	5	2%	15	-2%	8
30	CC(C)CC(=O)Nc1ccc(N2CCN(C(=O)c3cccs3)CC2)cc1	0.1%	-12%	0%	-4%	6%	1	15	1%	22	17%	-3

# Further results
no.	SMILES	B2AR arrestin	Eya2 inh	PKM2 activator	uPA generation	BCR signal inh	Coupling enz	hERG WT inh	USP2a block	Giardia kill	GALK inhibitor	KCNH2 3.1 inh
31	Cc1nsc2c1ccc1ccccc12	-0.1%	0%	-2%	5%	2%	-7	-16	-2%	-4	3%	7
32	Cc1ccc(C(CNC(=O)Nc2cccc(C)c2)N2CCN(C)CC2)cc1 (configuration not stated)	0.1%	-4%	x	-10%	-7%	-4	21	-1%	13	2%	4
33	COc1ccc(C(CNC(=O)c2c(C)nn(Cc3ccc(C)cc3)c2Cl)N2CCOCC2)cc1 (configuration not stated)	-0.1%	-9%	x	-11%	u	x	9	0%	14	x	-5
34	COc1ccc(C(=O)NNc2ccccc2)cc1OC	-0.2%	-24%	1%	3%	2%	0	8	2%	-15	3%	18
35	O=C1NC(=Nc2ccccc2)S/C1=C\c1ccccc1	-0.2%	5%	-1%	-14%	u	2	-10	-1%	12	-5%	-5
36	CCCC(=O)OCC(=O)Nc1ccc2[nH]c(=O)[nH]c2c1	-0.3%	-8%	-1%	-19%	u	2	-11	0%	13	0%	14
37	C=CCSc1nnc2nc3c(nn12)c1cc(C)ccc1n3CC=C	-0.4%	5%	-1%	1%	u	1	12	4%	8	3%	-33
38	Cc1cc(C)cc(NS(=O)(=O)c2ccc3[nH]cc(C(=O)NCc4ccco4)c(=O)c3c2)c1	-0.7%	11%	u	-8%	u	-4	0	0%	7	-3%	-7
